Assay outcomes from PubChem.
BRCA1 expr up: increases BRCA1 expression; AID 624202; Potency, µM (doses to about 46.1 µM), without a hit: top-dose activation, usual class: activators; 380,000 compounds, 1.1% hits; MCF7-BRCA1-FFLuc reporter, luminescence, 48 h; response scale: scaled: vehicle 0%, 10 µM genistein 100%; also: potency is read from the fitted curve at half-maximal effect; nearly all actives have a fitted effect of over 80% in size; some results filed as inactive show a strong effect at the top dose
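Reporter cells (MCF7, BRCA1 promoter-firefly luciferase) received library compounds across a concentration series for 48 h. End-point luminescence was measured and concentration-effect curves derived after normalization.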
RORgamma inh: ROR gamma (mouse) transcription inhibition; P51450; Drosophila S2 Gal4-RORgamma UAS-luciferase reporter, 20 h; Potency, µM (series often up to 53.6 µM), without a hit: at the top dose activity change, negative = inhibition, most hits filed as inhibitors; 310,000 compounds, 5.4% hits; AID 2551; also: potency is read from the fitted curve at half-maximal effect; % is scaled to controls: 0 for no effect and ±100 for the full control effect; nearly all actives have a fitted effect of over 60% in size
Target sequence (P51450 whole entry, looked up, the tested form may be a part): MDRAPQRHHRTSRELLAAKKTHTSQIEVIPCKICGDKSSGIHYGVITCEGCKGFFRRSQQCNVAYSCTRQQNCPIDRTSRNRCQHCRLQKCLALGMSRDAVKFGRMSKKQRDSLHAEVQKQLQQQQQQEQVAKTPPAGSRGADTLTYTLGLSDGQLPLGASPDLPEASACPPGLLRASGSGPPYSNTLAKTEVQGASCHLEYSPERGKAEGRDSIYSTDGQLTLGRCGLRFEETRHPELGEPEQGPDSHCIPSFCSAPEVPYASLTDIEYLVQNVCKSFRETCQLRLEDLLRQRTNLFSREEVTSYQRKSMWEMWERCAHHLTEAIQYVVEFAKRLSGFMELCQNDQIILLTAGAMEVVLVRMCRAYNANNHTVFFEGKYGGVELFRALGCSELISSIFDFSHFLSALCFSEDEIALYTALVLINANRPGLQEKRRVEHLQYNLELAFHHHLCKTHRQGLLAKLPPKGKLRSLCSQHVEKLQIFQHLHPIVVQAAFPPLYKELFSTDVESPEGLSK
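Stable Schneider cell line, Gal4 DNA-binding domain fused to ROR gamma, UAS-luciferase. Cmpd 1 hr RT → CuSO4 700 uM final → 20 hr RT → luciferase reagent 10 min → luminescence.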
Rab9 promoter act: activates the Rab9 promoter | Huh7 Rab9 promoter-luciferase reporter, luminescence, 24 h | Potency, µM (top dose mostly 9.22 µM), inactives show at the top dose activation, negative = inhibition, most hits filed as activators | 320,000 compounds, 2.8% hits | AID 485297; also: potency is read from the fitted curve at half-maximal effect; % of control where 0% means no effect; nearly all actives have a fitted effect of over 60% in size
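Luminescence read-out: Huh7 cells stably expressing Rab9-luciferase, treated 24 h with compound at 37 °C, then lysed with luciferase reagent for 10 min at ambient before reading.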
p53 reactivation: restores transcriptional activity of mutant p53 | 320,000 compounds, 0.063% hits | H1299 p53-A138V BP100-luciferase reporter, luminescence, 24 h | Potency, µM (titrated, usually from 92.2 µM), for the others: at the highest dose activity change, positive = activation, actives largely listed as activators; also: potency is read from the fitted curve at half-maximal effect; % of control where 0% means no effect; nearly all actives have a fitted effect of over 45% in size
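p53-null H1299 cells stably carrying temperature-sensitive p53-A138V and a BP100-luciferase reporter were pinned with compounds (4-point, 1:5 series) and held 24 hrs at 37 deg C. Luminescence was read 10 min after detection reagent.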
ELG1 repair inh: blocks ELG1-dependent DNA repair in HEK293T cells; AID 504467; Potency, µM (highest dose often 46.1 µM), inactives show at the highest dose activity change, negative = inhibition, actives largely listed as inhibitors; 330,000 compounds, 2.3% hits; HEK293T ELG1-luciferase reporter, luminescence, 16 h; DNA damage induced by 5-fluorouridine; also: potency is read from the fitted curve at half-maximal effect; % is scaled to controls: 0 for no effect and ±100 for the full control effect; nearly all actives have a fitted effect of over 55% in size
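5-Fluorouridine DNA damage + compound/DMSO, 2,000 cells/well, 16 h, 37 °C/5% CO2. ONE-Glo, 30 min RT, luminescence. Readout = decrease in reporter signal.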
FLuc counter: firefly luciferase modulation, counter-screen for miR-21 project | P08659 | purified FLuc, Km substrates, luminescence inhibition | Potency, µM (doses to about 57.5 µM), inactives show top-dose activity change, negative = inhibition, usual class: inhibitors | 360,000 compounds, 6.9% hits | AID 588342;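 also: potency is read from the fitted curve at half-maximal effect; plate controls were vehicle for no effect and reference inhibitor for full effect; nearly all actives have a fitted effect of over 55% in size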
Target sequence (P08659 whole entry, looked up): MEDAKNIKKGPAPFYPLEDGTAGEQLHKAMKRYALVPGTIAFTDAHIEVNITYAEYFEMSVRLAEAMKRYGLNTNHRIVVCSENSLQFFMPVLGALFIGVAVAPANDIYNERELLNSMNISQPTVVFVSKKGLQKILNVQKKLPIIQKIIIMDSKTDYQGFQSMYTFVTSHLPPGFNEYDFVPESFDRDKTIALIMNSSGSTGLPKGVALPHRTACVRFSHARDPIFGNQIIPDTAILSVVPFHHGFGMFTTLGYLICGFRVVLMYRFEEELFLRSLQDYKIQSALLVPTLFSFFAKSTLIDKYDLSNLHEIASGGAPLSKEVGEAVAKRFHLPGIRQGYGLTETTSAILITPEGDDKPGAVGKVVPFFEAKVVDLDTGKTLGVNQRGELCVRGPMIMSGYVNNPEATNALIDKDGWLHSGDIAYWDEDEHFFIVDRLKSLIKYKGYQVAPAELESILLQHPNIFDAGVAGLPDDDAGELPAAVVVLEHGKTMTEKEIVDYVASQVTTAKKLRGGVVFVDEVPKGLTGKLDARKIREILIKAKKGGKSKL
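Biochemical qHTS of compounds, final roughly 60 µM downward over six points, against 10 nM purified firefly luciferase using Km concentrations of substrates (10 uM D-luciferin, 10 uM ATP) in Tris acetate pH 7.5 buffer; luminescence output.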
Gal4-VP16 FLuc: counter-screen for ROR gamma inhibitors: Gal4-VP16 reporter | Drosophila S2 Gal4-VP16 UAS-luciferase, luminescence, 20 h | Potency, µM (series often up to 53.6 µM), inactives show at the highest dose activity, negative = inhibition, most hits filed as inhibitors | 310,000 compounds, 3.5% hits | AID 2546;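 also: Gal4-VP16 expression switched on by copper sulfate through the metallothionein promoter; potency is read from the fitted curve at half-maximal effect; % is scaled to controls: 0 for no effect and ±100 for the full control effect; nearly all actives have a fitted effect of over 50% in size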
Tb PFK block: blocks T. brucei phosphofructokinase | O15648 | T. brucei PFK, ADP-Glo luminescence | Potency, µM (top dose mostly 57.5 µM), for the others: at the top dose activity, negative = inhibition, usual class: inhibitors | 330,000 compounds, 0.17% hits;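 also: potency is read from the fitted curve at half-maximal effect; 0% = uninhibited 1x PFK enzyme wells and -100% = no-enzyme wells; nearly all actives have a fitted effect of over 60% in size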
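PFK 1.25 nM, F6P 0.5 mM, ATP 0.1 mM, 0.1 M TEA pH 8.0, 5 mM MgCl2, 0.01% Tween20, 0.1% BSA; 45 min RT. ADP-Glo readout. qHTS titration up to 57 uM; curves fitted, compounds curve-classed.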
TRPV1 ag: human TRPV1 agonism; TRPV1-expressing cells, Fluo-8 calcium influx, agonist mode; activation, % at 8.33 µM; 320,000 compounds, 0.19% hits; AID 540275; in the data active = activation above about 80%; inconclusive = between about 30% and that limit; also: 0% is about no effect
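TRPV1-expressing cells were cultured overnight at 35.5C and loaded with Fluo-8 calcium dye for 40 to 90 min at room temperature. After a 10 s baseline, compound was added and calcium influx was read kinetically for 3 min (ex 480/em 520 nm).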
ELG1 genotox: genotoxicity induction in ELG1-luciferase HEK293T cells; HEK293T ELG1-luciferase reporter, luminescence, 16 h; Potency, µM (doses to about 46 µM), for inactives: top-dose activity change, positive = activation, most hits filed as activators; 330,000 compounds, 1.3% hits; AID 504466; also: potency is read from the fitted curve at half-maximal effect; % of control where 0% means no effect; nearly all actives have a fitted effect of over 60% in size
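Reporter readout depends on ELG1 protein level, which increases with genetic stress. After 16 hr compound exposure at 37 °C, luciferase activity was quantified using ONE-Glo.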
NPC1 prom act: activators of NPC1 promoter; Huh7 NPC1 promoter luciferase reporter, 24 h; Potency, µM (doses to about 9.22 µM), without a hit: at the top dose activation, hits mostly activators; 320,000 compounds, 2.4% hits;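 also: potency is read from the fitted curve at half-maximal effect; % of control where 0% means no effect; nearly all actives have a fitted effect of over 60% in size; reporter is driven by a mutant NPC1 promoter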
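Readout is luciferase luminescence, reflecting NPC1 promoter activation in stably transfected Huh7 cells after 24 h compound exposure at 37 °C in reduced-serum medium with 10% FBS.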
Active calls of the source: *; ? = inconclusive; · = not tested or not shown; & = joins results of further samples; [ ] = remark or other dose. Unless noted, calls follow the shape of the dose curve; as a rule, active = well fitted curve in the direction sought with a large enough effect; inconclusive = small, poorly fitted or top-dose-only effect, or another doubt; inactive = no such curve, though single readings can be large; an effect the other way counts as inactive or inconclusive. Not all compounds are listed; count on the stated rates, not on these rows.

Order of results – RORgamma inh, TRPV1 ag, p53 reactivation, ELG1 repair inh, Rab9 promoter act, Tb PFK block, Gal4-VP16 FLuc, BRCA1 expr up, NPC1 prom act, FLuc counter, ELG1 genotox
COC(=O)[C@]1(C)C[C@H]1[C@H](NP(=O)(c1ccccc1)c1ccccc1)c1ccccc1
 : 31.2%&32.9%, ?, 0.3%, -10.0%, -2.0%, 0.8%, -0.9%&-3.9%, -14.0%, 0.0%, 0.7%, -4.5%
Cc1cnn(C2CCN(C)CC2)c1N
 : -21.3%, 3.9, 4.8%, 14.5%, -4.1%, -3.9%, 7.7%, 2.5%, 1.2%, 2.3%, 1.1%
CCn1c(=O)oc2cc(NC(=O)CCl)ccc21
 : 11.2µM*, 3.3, -10.6%, ?, 0.6%, -4.2%, ?, -81.3%, -8.9%, 2.4%, -16.8%
CCOP(=O)(OCC)C(NC(=O)CN1C(=O)c2ccccc2S1(=O)=O)C(Cl)(Cl)Cl (stereo not given)
 : -14.1%, 0.9, 6.3%, -1.2%, -2.9%, 0.6%, 5.0%, 6.6%, -0.8%, -0.4%, -0.6%
O=C(/C=C/c1c[nH]c2ccccc12)c1c(O)n(CCc2ccccc2)c(=O)[nH]c1=O
 : 5.4%, ?, 0.5%, ?, -2.6%, 0.7%, 1.8%, 1.7%, -1.5%, 13.5µM*, -0.5%
O=C1NC(=O)[C@]2(Cc3ccccc3N3CCN(c4ccccc4)CC32)C(=O)N1Cc1ccccc1 (stereo not given in full)
 : 22.3%, 3.6, 13.3%, ?, 2.1%, -0.4%, 3.7%, -5.4%, 11.9%, -1.0%, 10.6%
Cn1c(O)c(C=Nc2ccccc2Sc2ccccc2)c(=O)n(C)c1=O
 : 7.8%, 1.8, 1.5%, -9.7%, 0.4%, -1.9%, -2.3%, -6.7%, -3.4%, 1.6%, 1.4%
O=C(Nc1ccccc1)c1c(O)c2c(n(Cc3ccco3)c1=O)CCCC2
 : 43.6%, -13.2, 9.3%, ?, -0.5%, 0.6%, 5.4%, -22.4%, -1.7%, 3.8%, -2.7%
C[C@]12CCC(=O)C=C1CC[C@@H]1C2CC[C@]2(C)C(=O)CCC12 (stereo not given in full)
 : 0.2%, 22.5, -6.0%, -19.3%, -8.4%, 0.5%, 9.5%, 9.6%, 1.8%, 0.4%, 0.8%
O=C(NCc1cn2ccccc2n1)c1ccccc1
 : -3.2%, -1.2, ?, ?, 5.6%, -1.0%, 0.5%, 23.8%, 9.0%, -3.8%, 6.2%
CCOc1ccc(CC2(CCc3ccncc3)C(=O)NC(=O)NC2=O)cc1
 : 16.9%, -0.2, 0.1%, 11.3%, -4.4%, 6.9%, -5.4%, 23.1%, -3.6%, -0.3%, -4.9%
O=C(NCc1cccnc1)Nc1ccccc1Cl
 : 11.3%, 2.0, 5.1%, 13.4%, -2.5%, -3.8%, 7.7%, 6.3%, 3.2%, -7.0%, 4.0%
Nc1ccc(Oc2cccc(Oc3ccc(N)cc3)c2)cc1
 : 17.0%, 4.8, -9.5%, 0.0%, -13.2%, 0.6%, 7.2%, -61.4%, -21.1%, 19µM*, -11.8%
COc1cc2[nH]c(=O)n(-c3cccc(Cl)c3)c(=O)c2cc1OC
 : -2.7%, -2.6, 29.3%, 9.6%, -1.9%, 3.9%, -2.9%, 3.8%, -0.4%, -2.1%, -0.7%
N#Cc1ccc(OCC(=O)N2CCN(Cc3ccc4c(c3)OCO4)CC2)cc1
 : 18.5%, 10.9, -2.5%, ?, -6.8%, -0.3%, -1.5%, -7.3%, -9.4%, -3.0%, -6.1%
CC(=O)N1CN2CN(C(C)=O)CC(C(=O)c3ccc([N+](=O)[O-])cc3)(C2)C1
 : -2.7%, -0.2, -0.2%, 2.0%, 3.5%, -2.7%, -10.3%, -0.6%, 0.5%, -0.6%, 1.5%
O=C(c1cc(-c2ccncc2)nc2ccccc12)N1CCC2(CC1)OCCO2
 : -8.6%, -1.1, -4.8%, -25.8%, 4.3%, 6.6%, 2.5%, -12.5%, -1.1%, -3.1%, -4.3%
CCOc1ccc(/C=C2/C(=O)NC(=O)N(CCc3ccc(F)cc3)C2=O)cc1
 : 14.1%, 0.7, 1.9%, -2.5%, -6.7%, -0.3%, -12.0%, -15.4%, -5.6%, 1.7%, 3.7%
Cn1c(O)c(C(=NCCN2CCCCC2)c2ccccc2Cl)c(=O)n(C)c1=O
 : -0.3%, 1.0, 2.1%, -18.7%, 1.7%, -6.0%, -14.4%, -3.0%, 0.1%, -1.8%, 4.2%
O=C(O)c1cccc2c1NC(C(=O)O)C1CC(Sc3ccccc3[N+](=O)[O-])C(Cl)C21 (stereo not given)
 : ?, -0.5, 0.3%, 12.4%, -3.0%, ?, -63.8%, 0.5%, -3.8%, 1.2%, 5.6%
CC12CC[C@H]3[C@@H](CCC4(O)C[C@H](O)CCC34/C=N/NC(=O)c3ccccc3[N+](=O)[O-])C1(O)CCC2C1=CC(=O)OC1 (stereo not given in full)
 : 21.6%, 2.3, 6.9%, -27.0%, -2.1%, -2.4%, -0.5%, -52.1%, 1.5%, 2.4%, -4.0%
CCCC1(CCC)C(=O)NC(=Nc2ccccc2)NC1=O
 : 0.8%, 1.4, -1.8%, 4.0%, -1.5%, -3.8%, -8.0%, 14.2%, 1.1%, 0.8%, -2.6%
Nc1c(Br)cc([N+](=O)[O-])cc1[N+](=O)[O-]
 : -2.4%, -1.4, 10.1%, 8.4%, -1.2%, -0.7%, 4.5%, 3.6%, 0.0%, 3.1%, 0.6%
Cn1c(O)c(C=NC2CCCCCC2)c(=O)[nH]c1=S
 : 15.0%, -0.9, -1.7%, 4.7%, -0.9%, -1.5%, -1.1%[10 µM], 21.5%, -2.3%, 0.3%, -0.3%
CCN1CCN(Cc2cc(C(C)(C)C)c(O)c(C(C)(C)C)c2)CC1
 : -27.3%, 5.2, 21.8%, -9.7%, -0.4%, 0.4%, 17.7%, ·, -1.1%, 3.3%, 1.4%
O=C1NC(=O)C(=Cc2ccc(-c3ccc(S(=O)(=O)N4CCOCC4)cc3)o2)C(=O)N1
 : -11.6%, -1.6, ·, ?, 1.5%, -0.8%, -26.8%, -1.4%, -1.5%, ?, 10.5%
Fc1ccccc1CN1CCN(c2ccc(Cl)cc2)CC1
 : 3.1%, 10.3, 3.0%, -2.3%, -0.6%[1.84 µM], 2.8%, 20.2%, 18.7%, -4.8%, 2.4%, -2.5%
O=c1[nH]c(=O)n(-c2cccc3ccccc23)c(O)c1/C=N/N1CCCCC1c1cccnc1 (stereo not given)
 : -9.4%, 3.1, -5.7%, 15.7%, -3.5%, 5.0%, -1.2%, -21.7%, -1.6%, 0.3%, -0.1%
COC1=CC2[C@@H]3Cc4ccc(OC)c(O)c4[C@]2(CCN3C)CC1=O (stereo not given in full)
 : ·, ·, -4.9%, ?, ·, -6.3%, ·, 4.2%, ·, ·, 0.3%
COc1ccccc1NC(=O)c1cn(CCC#N)nc1-c1cccc(Cl)c1
 : -0.4%, 18.8, 0.7%, ?, -4.3%, -1.8%, 3.8%, -8.6%, -3.7%, -2.2%, -3.3%
COc1ccc(C(C)=O)cc1CC(C(=O)c1ccc(C)c(C)c1)N(C)C (stereo not given)
 : -10.8%, -5.0, -6.5%, -1.3%, -3.7%, 3.8%, -0.9%, 4.4%, 1.0%, 0.2%, 0.6%
O=C(c1cc(-c2ccccc2)nc2ccccc12)N1CCC2(CC1)OCCO2
 : 16.4%, ?, 5.6%, -0.6%, 2.0%, -5.0%, 3.5%, 1.1%, -2.1%, ?, -0.3%
O=c1c2ccccc2c(C=Nc2ccc(O)cc2)c(O)n1Cc1ccccc1
 : 37.3%, ?, -1.0%, ?, ?, -2.2%, 15.7%, ?, 28.3%, ?, ?
Cc1cc(OCc2ccc([N+](=O)[O-])cc2)c2c3c(c(=O)oc2c1)CCCC3
 : 9.0%, 4.5, 0.9%, -4.0%, -6.3%, 2.0%, -5.3%, -19.0%, -8.2%, -0.7%, -0.3%
CC(Cc1ccsc1)NCc1cn[nH]c1-c1ccc(F)cc1F (stereo not given)
 : 5.4%, -0.1, -7.2%, -3.4%, -0.8%, -2.7%, 1.4%, 0.0%, 0.6%, -1.3%, -9.2%
FC(F)(F)c1ccccc1CNCCc1c[nH]c2ccccc12
 : -2.0%, 12.3, -2.0%, -29.7%, -0.6%[1.84 µM], 0.5%, 6.4%, -10.2%, -2.8%, 1.9%, -5.2%
